# Screening results from PubChem BioAssay.
# TDP1 inh: qHTS Assay for Inhibitors of Tyrosyl-DNA Phosphodiesterase (TDP1) | actives 0.28% (n = 350,000) | recombinant TDP1, AlphaScreen DNA substrate cleavage | Tyrosyl-DNA phosphodiesterase 1 (Homo sapiens), Q9NUW8 | AID 485290, 2010 | Potency, µM (series often up to 130 µM), inactives show at the top dose activity change, negative = inhibition, actives largely listed as inhibitors; further: nearly all actives have a fitted effect of over 40% in size
# Target sequence (Q9NUW8 whole entry, looked up): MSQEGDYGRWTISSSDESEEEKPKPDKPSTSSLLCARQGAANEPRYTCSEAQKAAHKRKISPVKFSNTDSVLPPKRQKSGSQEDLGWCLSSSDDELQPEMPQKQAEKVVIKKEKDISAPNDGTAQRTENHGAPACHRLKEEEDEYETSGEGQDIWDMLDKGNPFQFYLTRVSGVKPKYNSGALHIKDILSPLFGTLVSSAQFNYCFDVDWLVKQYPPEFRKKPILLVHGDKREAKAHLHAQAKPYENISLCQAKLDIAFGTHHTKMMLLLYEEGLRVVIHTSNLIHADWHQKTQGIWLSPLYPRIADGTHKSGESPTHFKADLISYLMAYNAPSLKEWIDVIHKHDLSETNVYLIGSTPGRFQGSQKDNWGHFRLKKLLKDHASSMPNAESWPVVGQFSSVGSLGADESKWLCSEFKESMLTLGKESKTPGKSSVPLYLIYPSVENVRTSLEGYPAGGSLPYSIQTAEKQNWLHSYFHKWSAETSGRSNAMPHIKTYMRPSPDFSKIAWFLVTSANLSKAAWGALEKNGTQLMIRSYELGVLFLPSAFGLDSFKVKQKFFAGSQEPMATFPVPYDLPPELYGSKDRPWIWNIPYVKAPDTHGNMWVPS
#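 E. coli-derived human Tdp1, 1 nM final. Cpd preinc 15 min RT; substrate 15 nM final, 5 min RT; AS bead mix 10 ug/ml final, 10 min RT. Signal loss = tyrosine-FITC cleavage. No-enzyme wells = max signal.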
# N370S GC mod: qHTS Assay for Inhibitors and Activators of N370S glucocerebrosidase as a Potential Chaperone Treatment of Gaucher Disease. actives 0.092% (n = 330,000). N370S GC spleen homogenate, 4MU-glucoside fluorescence. Potency, µM (titrated, usually from 59.4 µM), for the others: top-dose activity change, negative = inhibition, actives largely listed as inhibitors;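 further: 0% = full enzyme activity and -100% = no enzyme basal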
# DT40 TDP1 no CPT: qHTS for Inhibitors of human tyrosyl-DNA phosphodiesterase 1 (TDP1): qHTS in cells in absence of CPT; DT40 Tdp1-/- hTDP1 cells, no CPT, ATP luminescence, 48 h; Potency, µM (top dose mostly 46.2 µM), for inactives: top-dose activity change, negative = growth inhibition, most hits filed as inhibitors; actives 15% (n = 420,000); AID 686978, 2013; further: nearly all actives have a fitted effect of over 55% in size
#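 A cellular qHTS used chicken DT40 cells lacking endogenous Tdp1 but carrying stably transfected human TDP1. Compounds were applied without camptothecin, and cell growth kinetics were judged by ATP-dependent luminescence after ≥48 hr.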
# * hit, by the source's call; ? = inconclusive; . = no result given; & = joins results of further samples; [ ] = remark or other dose. The call rests on the fitted dose curve; in most records, active means well fitted curve in the direction sought with a large enough effect; inconclusive means small, poorly fitted or top-dose-only effect, or another doubt; inactive means no such curve, though single readings can be large; an effect the other way counts as inactive or inconclusive. Unless noted, on the % scale 0 is the no-effect control and ±100 the full control effect; potency means the concentration at half of the fitted maximal effect.
# Values in the order – TDP1 inh | N370S GC mod | DT40 TDP1 no CPT
Cc1ccc(-c2c[n+](CC(=O)Nc3nc(-c4ccccc4)cs3)c3n2CCC3)cc1
    4% | -16% | 18µM*
CCCCN(C)Cc1c(C)[nH]c2ccc(Cl)cc2c1=O
    4% | -6% | -8%
Cn1c(Cn2c(=O)sc3ccccc32)nnc1SCC(=O)NCCc1ccccc1
    3% | 6% | -11%
Cc1cc(NC(=O)CSc2nc3ccccc3c(=O)n2C2CCCC2)no1
    3% | 2% | 0.92µM*
COc1ccc(NC(=O)N(C)C[C@H]2Oc3c(NC(=O)c4nc5ccccc5s4)cccc3C(=O)N([C@@H](C)CO)C[C@H]2C)cc1
    3% | . | ?
CCc1ccc(NC(=O)c2ccc(CNS(=O)(=O)c3ccc4c(c3)C(C)(C)C(=O)N4C)cc2)cc1
    3% | . | 4.1µM*
COC(=O)c1cn(C(=O)c2ccc(C)cc2C)c2ccccc12
    . | 1% | ?
O=C(O)CSC(C(=O)Nc1ccc(Br)cc1)c1ccccc1 (stereo not given)
    0% | -7% | 9%
CC(C)c1ccc(CNc2nc(-c3ccco3)nn2S(=O)(=O)c2ccc3ccccc3c2)cc1
    -2% | . | ?
Cc1ccccc1NC(=O)CSc1nnc(C)c(=O)[nH]1
    0%&7% | 0% | -12%&2%
CCCCCC(=O)Nc1ccc(N2CCOCC2)c(S(=O)(=O)Nc2ccc(OC)cc2)c1
    . | -10% | -28%
CC1=NNC(=O)C1C(c1ccc(Cl)cc1)C(C#N)C#N (stereo not given)
    . | -17% | ?
COc1ccc(/C=C2\Sc3ccc(C(=O)N4CCOCC4)cc3N(C)C2=O)cc1
    11% | -5% | ?
Cc1cc(NC(=O)c2cc(-c3cccs3)on2)nn1Cc1ccc(Cl)cc1
    1% | 3% | ?
COc1ccc(-c2cc(=O)oc3c(C)c(OC(=O)c4cccs4)ccc23)cc1
    0% | 1% | ?

# Values in the order – TDP1 inh | N370S GC mod | DT40 TDP1 no CPT
CNC(=S)N1CCN(c2cccc(OC)c2)CC1
    -5% | 3% | -12%
COc1ccc(C)cc1NC(=O)CSc1ccc(-c2cccnc2)nn1
    0% | 3% | -23%
CCN(CC)S(=O)(=O)c1ccc(N2CCCC2)c(NS(=O)(=O)c2cccs2)c1
    8% | 11% | ?
CCc1nnc(NS(=O)(=O)c2ccc(N=Cc3c(C)[nH]n(-c4ccc(C)c(C)c4)c3=O)cc2)s1
    1% | 7% | 8.2µM*
N#Cc1cccc(-c2ccc3ncnc(NC4CCNCC4)c3c2)c1
    . | -12% | -25%
CCCn1c(N)c(Sc2ccccc2[N+](=O)[O-])c(=O)n(CCC)c1=O
    1%[0.0935 µM] | -4% | ?
FC(F)(F)c1cc(-c2ccccc2)nc2cc(-c3ccc(Br)cc3)nn12
    3% | . | -20%
N#CCC(=O)Nc1ccc(C(=O)OCC(=O)Nc2ccccc2Sc2ccccc2)cc1
    7% | -2% | -30%
CC(NC(=O)c1ccc(C#N)cc1)C1CC2CCC1C2 (stereo not given)
    15% | 2% | -15%
COc1ccccc1NC(=O)C(Cc1ccccc1)NS(=O)(=O)c1ccc2c(c1)CCN2C(C)=O (stereo not given)
    2% | . | -28%
CC(NC(=O)Cc1ccc(S(=O)(=O)N2CCOCC2)s1)c1ccc(Cl)c(Cl)c1 (stereo not given)
    . | -11% | ?
COc1ccc(Cc2nc3c4c(ncn3n2)Oc2c(ccc3ccccc23)C4c2ccc(OC)c(OC)c2)cc1 (stereo not given)
    4% | 6% | ?
C(#Cc1ccccc1)Cn1nnc2ccccc21
    -3% | 10% | -18%
CC(=O)Nc1ccc(Nc2ncnc3c2cnn3C)cc1
    10% | . | ?
O=C(CCc1nc2ccccc2c(=O)[nH]1)NNC(=O)COc1cccc(F)c1
    0% | . | -9%

# Values in the order – TDP1 inh | N370S GC mod | DT40 TDP1 no CPT
CC1CCCCN1c1nc(-c2ccc(C(C)(C)C)cc2)nc2ccccc12 (stereo not given)
    -1%[12.3 µM] | . | ?
Cc1ccc2c(c1)cc1c(=O)n(CC(=O)N3CCCCC3)nc(C)n12
    0% | . | ?
O=C(O)C(Cc1ccccc1)n1c(=S)[nH]c2ccccc2c1=O (stereo not given)
    -1% | 8% | ?
C/C(=N/NC(=O)c1ccc(Br)o1)c1ccncc1
    3% | 4% | -7%
COc1ccc(C2c3c(oc4cc(C)cc(C)c4c3=O)C(=O)N2Cc2ccco2)cc1OC (stereo not given)
    2% | . | 14%
CC1=CCC(COC(=O)Nc2ccccc2)CC1 (stereo not given)
    -14% | 10% | ?
O=C(c1ccc(Br)o1)N1CCN(CCc2ccncc2)CC1
    . | -2% | -22%
CC(NC(=O)Cc1ccccc1[N+](=O)[O-])c1ccccc1 (stereo not given)
    3% | -4% | .
CN1/C(=C\C(=O)c2cccnc2)C(C)(C)c2ccccc21
    -2% | -3% | ?
CCCn1nc(C(=O)Nc2nnc(CC)s2)c2ccccc2c1=O
    0% | 1% | 3%
O=C1CCCN1c1ccc(S(=O)(=O)Oc2ccc(Cl)cc2)cc1[N+](=O)[O-]
    -2% | 22% | 21µM*
Cc1ccccc1C(=O)N1CCc2c([nH]c3ccccc23)C1C(F)(F)F (stereo not given)
    5% | 1% | ?
Cc1cc(N2CCN(C(=O)c3ccco3)CC2)c2ccccc2n1
    4% | 6% | -14%
CCN(Cc1nc(-c2ccccc2)no1)C(=O)c1ccco1
    . | 0% | -1%
CC(=O)c1sc2nc(CSc3nnnn3-c3ccccc3)[nH]c(=O)c2c1C
    8% | 6% | -1%

# Entries of single compounds as entered above.
# Results for COc1ccc(C)cc1NC(=O)CSc1ccc(-c2cccnc2)nn1 → TDP1 inh = 0%; N370S GC mod = 3%; DT40 TDP1 no CPT = -23%
# Results for CCCn1nc(C(=O)Nc2nnc(CC)s2)c2ccccc2c1=O → TDP1 inh = 0%; N370S GC mod = 1%; DT40 TDP1 no CPT = 3%

# Next section.
# Values in the order – TDP1 inh | N370S GC mod | DT40 TDP1 no CPT
CC(C)OCCCN1CN(S(=O)(=O)c2ccccc2)c2nc3ccccc3nc21
    5% | 16% | ?
CC(C)c1ccc(NC(=O)C2CSC3(C)CCC(=O)N23)cc1 (stereo not given)
    1% | -9% | -7%
CN(CCOc1ccccc1)C(=O)c1ccc(F)c(S(=O)(=O)N2CCOCC2)c1
    -13% | -1% | -20%
Cc1cc(C)c(NC(=O)CSc2nnc(-c3ccncc3)n2Cc2ccco2)c(C)c1
    3% | 17% | 3%
NC(=O)C[C@H](N)c1cn([C@@H](CC(N)=O)C(=O)N2CCNCC2)nn1
    -1% | -3% | -15%
Cc1cccc(NC(=S)NCc2ccccc2Cl)c1C
    5% | -7% | ?
Cc1c(Cl)cccc1NC(=S)N1CCCN(Cc2ccc(F)cc2)C1
    2% | 6% | ?
CCCCNC(=O)Nc1ccc(C2SCCS2)cc1
    3% | 8% | 16µM*
O=C(CCNC(=O)c1ccccc1Cl)Nc1nc2ccc(F)cc2s1
    0% | . | ?
CN(C)CCNc1oc(COc2ccc(-c3ccccc3)cc2)nc1C#N
    8% | -6% | ?
O=C(Nc1ccc(F)cc1F)c1cc2ccc3cccnc3c2[nH]1
    -7% | . | ?
O=C(O)C1C2CCC(O2)C1C(=O)Nc1ccc(O)cc1 (stereo not given)
    5% | 5% | 6%
COc1ccc(C(=O)Nc2cc(C)on2)c(OC)c1
    . | -9% | 11%
CCOC(=O)c1cncc(C#CCOC(=O)Nc2ccc(OC(F)(F)F)cc2)c1
    -3% | 3% | -20%
CCOc1ccc(N2C(=O)C3CCCN3C2=O)cc1 (stereo not given)
    2% | -7% | -14%

# Part of the list above, in CSV form.
compound,TDP1 inh,N370S GC mod,DT40 TDP1 no CPT
CCCn1c(N)c(Sc2ccccc2[N+](=O)[O-])c(=O)n(CCC)c1=O,1%[0.0935 µM],-4%,?
FC(F)(F)c1cc(-c2ccccc2)nc2cc(-c3ccc(Br)cc3)nn12,3%,.,-20%
N#CCC(=O)Nc1ccc(C(=O)OCC(=O)Nc2ccccc2Sc2ccccc2)cc1,7%,-2%,-30%
CC(NC(=O)c1ccc(C#N)cc1)C1CC2CCC1C2 (stereo not given),15%,2%,-15%

# Additional results:
# Values in the order – TDP1 inh | N370S GC mod | DT40 TDP1 no CPT
O=C(NCCC(=O)N1CCCCC1)c1ccccc1Cl
    4% | -3% | 8%
O=C(CCc1ccc(S(=O)(=O)N2CCOCC2)cc1)Nc1ccccc1F
    1% | . | -29%
O=C(C[C@@H]1C/C=C/CC[C@H](Cc2ccc(F)cc2)C(=O)O[C@H](c2ccccc2)CNC1=O)NCCO
    0% | . | -10%
COC(=O)c1cc2oc3ccccc3c2n1CC(=O)Nc1ccc(C)cc1C
    -1% | . | -3%
CCN(CC)C(=O)c1cccc(NC(=O)CC23CC4CC(CC(C4)C2)C3)c1
    9% | 0% | ?
Oc1ccccc1/C=N/NC(=S)NC1CC2CC1C1C=CCC21 (stereo not given)
    9% | ? | 4.1µM*
CCC(C)NC(=O)C1CCCN(S(=O)(=O)c2ccc(-n3cnnn3)cc2)C1 (stereo not given)
    0% | 3% | -7%
CCOc1ccc(CNn2nnnc2N)cc1
    4% | 2% | ?
O=C(CSCc1ccc(Cl)cc1)N/N=C/c1ccco1
    8% | -11% | ?
Cc1ccc2c(c1)cc(CN(Cc1cccs1)C(=O)c1ccco1)c1nnnn12
    5% | -2%[2.35 µM] | 16µM*
CN(C)c1ccc(CNS(=O)(=O)c2ccc3c(c2)C(C)(C)C(=O)N3C)cc1
    . | -8% | -20%
CCn1c(Cn2nnc(-c3ccccc3)n2)nnc1SCC(=O)Nc1ccc(C(C)=O)cc1
    1% | 0% | 4%
Cc1cccc2c(N=NC(=O)c3ccc(NS(=O)(=O)c4cccs4)cc3)c(O)[nH]c12
    50µM* | . | ?
CCOc1ccc(N(CC(=O)NCc2ccc(Cl)cc2)S(=O)(=O)c2c(C)noc2C)cc1
    1%&-2% | 4% | ?
CCOC(=O)Cc1c(C)nc2c(-c3cccc(Br)c3)c[nH]n2c1=O
    11% | -3% | 4.1µM*

# Values in the order – TDP1 inh | N370S GC mod | DT40 TDP1 no CPT
C=CCNC(=O)CN(c1ccc(F)cc1)S(=O)(=O)c1ccc(OC)cc1
    1% | 1% | -5%
COC(=O)c1ccc(C(NC(=O)OCc2ccccc2)/C(=C/[C@@H](C)C(=O)NCc2cc(F)cc(F)c2)c2cccnc2)cc1 (stereo not given in full)
    9% | -17% | .
CCOc1ccc2nc(C(C)O)[nH]c2c1 (stereo not given)
    -4% | -2% | -11%
Cc1nn(-c2ccc(F)cc2)c(Cl)c1C(=O)OC(C)C(=O)N(C)C1CCCCC1 (stereo not given)
    -1% | . | 12µM*
Cc1[nH]nc(SCC(=O)N2CCOCC2)c1[N+](=O)[O-]
    -1% | 10% | -22%
CSc1ccc(C(=O)C2CCCN(C(=O)c3ccsc3)C2)cc1 (stereo not given)
    -2% | 3% | ?
CCC(=O)N1CCN(c2ccc(NC(=O)c3ccc(Br)o3)cc2)CC1
    5% | 5% | -14%
Cc1nc2ccccc2[nH]c1=O
    . | -3% | 2%
CN(C)c1ccc(NC(=O)C2CCCN(S(=O)(=O)c3ccccc3)C2)cc1 (stereo not given)
    4% | -16% | 23µM*
Cn1ncc2c(Nc3ccccc3Cl)nc(Cl)nc21
    5% | 3% | -20%
Nc1ccccc1Oc1ncc(C(F)(F)F)cc1Cl
    -2% | -2% | -14%
CCNC(=O)NC(=O)C(C)OC(=O)CNS(=O)(=O)c1c(Cl)cc(Br)cc1Cl (stereo not given)
    0% | -2% | -3%
O=C(O)CCc1ccc(-c2cccs2)n1CCC(=O)O
    . | -28% | -10%
Cc1c(C)c2c(OCC(=O)N3CCC(O)CC3)cc3c(c2oc1=O)CCC(C)(C)O3
    . | ? | ?
CCCN1C(=O)/C(=C/c2c(N3CCNC(=O)C3CC(=O)OC)nc3c(C)cccn3c2=O)SC1=S (stereo not given)
    -4% | 9% | .

# Values in the order – TDP1 inh | N370S GC mod | DT40 TDP1 no CPT
CCCN(C1CCS(=O)(=O)C1)S(=O)(=O)c1ccc(F)cc1 (stereo not given)
    . | -16% | -17%
Nc1nc2ccccc2n1CCOc1ccc(Br)cc1
    2% | ? | ?
CSc1nnc(CNS(=O)(=O)c2ccc(Br)cc2)n1C
    2% | -2% | 15%
O=C(CCCC(=O)OCC(Cl)=C(Cl)Cl)Nc1ccccc1
    -4% | 21% | -14%
CCOC(=O)C(CCc1ccccc1)NC1CCc2ccccc2N(CC(=O)O)C1=O (stereo not given)
    17% | -8%&-6% | .
CNC(=O)COC(=O)/C=C/c1cccs1
    1% | 1% | -17%
COc1cc(C=NNC(=O)c2ccccc2-n2cccc2)ccc1O
    4% | . | ?
O=C(Cc1noc2ccccc12)Nc1ccccn1
    11% | -1% | -4%
CCCCCN(C(=O)CCC(=O)OCc1ccccc1Cl)c1c(N)n(CCCC)c(=O)[nH]c1=O
    4% | -17% | -18%

# A portion of the library; count on the stated rates, not on these rows.
